Screening results: PubChem, several laboratories
Cardio protect – cardioprotection against H2O2-induced cell death, primary screen, uHTS, H9c2 cells, ATPLite luminescence; hit rate 0.63% among 360,000; H9c2 cardiomyocytes, H2O2 injury protection, 2 h; AID 588492, 2011; protection from H2O2 cell death, % at 20 µM;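 active = compounds giving at least 50% protection of heart cells from peroxide-induced death in the single-dose screen, raw or plate-pattern-corrected value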;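 also: 0% = DMSO wells with peroxide and 100% = DMSO wells without peroxide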
Vif imaging – HIV Vif self-association inhibitors, primary screen, imaging, HEK293T, single point; HEK293T cells, Vif self-association by quenched fluorescence, 24 h; inhibition, % at 7.49 µM; AID 602346, 2012; hit rate 0.35% among 340,000; in the data active = inhibition above about 50%, passing the limit was not always enough; also: some results filed as inactive read as strong as hits
Exocytosis inh – LAMP-1 surface exposure blockers, TALL-104 cells – cell-based, flow cytometry, MLPCN library, primary screen. TALL-104 LAMP-1 surface exposure; cells stimulated with thapsigargin and PMA. inhibition, % at 10 µM. hit rate 0.66% among 360,000. AID 651702, 2012;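 active = inhibition above about 55%, limit read from the data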
Glyco luc inh – increase of ERlucT glycosylation luciferase signal, primary screen, N-linked glycosylation inhibitor project, D54 ERlucT cells, luminescence, set 2 | reporter increase, % at 12.5 µM | D54 ERlucT glycosylation luciferase reporter, 24 h; percent of 100 nM tunicamycin response | hit rate 0.23% among 360,000 | AID 588692, 2011;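 active = mean luciferase reporter signal, scaled so untreated is 0 and the glycosylation-blocking control 100, at or above a set limit in every replicate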;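 also: luciferase carries N-glycosylation sites so blocking glycosylation raises the light; 0% = median of neutral control wells and 100% = median of 100 nM tunicamycin wells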
aDG glyco act – activators of alpha-DG glycosylation, primary screen, uHTS, Pro5-aDG cells, AlphaScreen. alpha-DG glycosylation AlphaScreen (IIH6); 0% Pro5, 100% B10-LARGE cell signal. AID 624168, 2012. activation, % at 10 µM. hit rate 0.22% among 360,000;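 active = activation of at least 8% versus controls, or a plate z-score of at least 8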;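 also: Pro5 are CHO cells carrying HIG-tagged alpha-DG that lacks glycosylation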
PDI turbidity – inhibitors of human PDI, primary screen, biochemical, turbidity, single point, plate reader. Protein disulfide-isomerase (Homo sapiens), P07237. PDI insulin aggregation turbidity, A650, 90 min. inhibition, % at 10 µM. hit rate 0.052% among 350,000. AID 588391, 2011;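 active = mean inhibition across replicates of 30% or more, whatever share of single replicates reach that level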;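 also: absorbance from insulin aggregation driven by PDI reduction with DTT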
Target sequence (P07237 whole entry, looked up): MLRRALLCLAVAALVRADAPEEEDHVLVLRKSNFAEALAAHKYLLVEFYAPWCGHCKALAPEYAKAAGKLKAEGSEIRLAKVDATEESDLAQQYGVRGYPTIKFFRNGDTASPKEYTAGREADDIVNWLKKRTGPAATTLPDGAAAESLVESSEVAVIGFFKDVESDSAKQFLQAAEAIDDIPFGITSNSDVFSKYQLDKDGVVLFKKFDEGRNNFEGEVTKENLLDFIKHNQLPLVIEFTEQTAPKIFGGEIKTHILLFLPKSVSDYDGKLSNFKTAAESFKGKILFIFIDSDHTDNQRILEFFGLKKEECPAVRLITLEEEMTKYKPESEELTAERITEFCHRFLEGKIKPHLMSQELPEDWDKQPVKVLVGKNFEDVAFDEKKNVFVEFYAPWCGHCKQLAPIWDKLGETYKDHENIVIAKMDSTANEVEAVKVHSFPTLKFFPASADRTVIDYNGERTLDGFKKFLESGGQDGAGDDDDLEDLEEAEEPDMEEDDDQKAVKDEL
ABCB6 inh 2 – ABCB6 transporter inhibitors, primary screen, K562-ABCB6 cells, flow cytometry, MLPCN library; ATP-binding cassette sub-family B member 6 (Homo sapiens), Q9NP58; K562-ABCB6 porphyrin accumulation, 1 h; active compounds read low; fluorescence ratio to DMSO, % at 10 µM; hit rate 0.19% among 360,000; AID 602162, 2011;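 active = fluorescence ratio to DMSO below 75%, the collection mean minus 3 SD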;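 also: signal is porphyrin accumulated inside mitochondria; 100% equals median channel fluorescence of DMSO control wells; lower ratio means ABCB6 inhibition with less porphyrin fluorescence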
HTR2A ag – mouse Htr2a agonists via beta-arrestin recruitment, primary screen, cell-based, luminescence; activation, % at 7.6 µM; CHO-K1 mHTR2A beta-arrestin complementation; percent of 30 µM serotonin response; AID 624169, 2012; hit rate 0.66% among 360,000;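 active = activation above a run cutoff, the mean activation of all tested compounds plus 3 SD, cut at about 14% in these data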;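 also: 0% = plate median of compound wells and 100% = 30 µM serotonin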
Target sequence (P35363 whole entry, looked up): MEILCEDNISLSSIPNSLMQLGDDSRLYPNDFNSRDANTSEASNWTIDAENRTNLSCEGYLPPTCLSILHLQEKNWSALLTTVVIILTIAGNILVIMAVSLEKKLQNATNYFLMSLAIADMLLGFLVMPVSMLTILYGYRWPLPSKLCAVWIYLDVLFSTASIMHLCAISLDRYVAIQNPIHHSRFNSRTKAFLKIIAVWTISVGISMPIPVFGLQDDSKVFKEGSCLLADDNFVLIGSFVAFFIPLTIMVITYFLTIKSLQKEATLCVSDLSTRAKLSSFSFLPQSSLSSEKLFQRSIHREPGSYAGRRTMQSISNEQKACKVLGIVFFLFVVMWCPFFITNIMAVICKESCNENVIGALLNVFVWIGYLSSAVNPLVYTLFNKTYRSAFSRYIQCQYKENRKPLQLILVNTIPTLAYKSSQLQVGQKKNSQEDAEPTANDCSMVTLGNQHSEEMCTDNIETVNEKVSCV
hiPSC survival – enhancers of single-cell hiPSC survival, primary screen, ATPlite luminescence. survival enhancement, % at 20 µM. 100% = ROCK inhibitor wells, 0% = DMSO. hit rate 0.044% among 360,000. AID 602274, 2012; in the data active = survival enhancement above about 18%;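 also: cells exposed to compounds for 16 hours before the ATP read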
CaV13 ICDI inh – Primary screen for inhibitors of IQ motif and Ca2+-dependent inactivation inhibitor domain binding in CACNA1D, Förster resonance energy transfer in living cells, … | inhibition, % at 12.3 µM | HEK cells, CFP/YFP FRET ICDI-IQ, plate reader, 10 min; percent FRET-ratio fall versus neutral wells | hit rate 0.098% among 340,000;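 active = mean replicate inhibition of at least 30% and at least 1% of replicates passing that level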;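 also: 0% = median of the neutral control wells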
* hit, by the source's call; nt = not tested or not shown.

Order of values: PDI turbidity, Cardio protect, Vif imaging, Exocytosis inh, CaV13 ICDI inh, HTR2A ag, aDG glyco act, ABCB6 inh 2, hiPSC survival, Glyco luc inh
COc1ccc(C(C(=O)NC2CCCCC2)N(C(=O)Cc2c[nH]c3ccccc23)c2ccccc2)cc1OC (configuration not stated)
→ -5.3, 7.8, 13.4, 1.8, -18.4, 4.5, 0.2, 89.0, -2.0, -1.7
CC(C)Sc1cc(N2CCOCC2)nc(-c2ccc(Cl)cc2)n1
→ -17.4, -30.6, -0.2, 3.2, nt, 14.5*, 0.0, 94.0, 1.5, -1.9
O=C(O)c1cc2nc3c(c(C(F)(F)F)n2n1)CCc1ccccc1-3
→ 15.1, 0.0, 42.6, -1.9, -0.5, -1.0, 0.1, 100.0, 7.8, 2.2
COC(=O)CCCNC(=O)c1ccc2oc(CCCc3ccccc3)nc2c1
→ -6.3, 9.2, 0.6, 14.2, -20.6, -1.3, 0.0, 96.0, -0.4, -0.8
COc1ccc(N2CCN(C(=O)CSc3nnc(NC(=O)C4CCC4)s3)CC2)cc1
→ -0.5, 1.9, 0.1, -2.1, 11.8, 2.6, -0.4, 97.0, 0.3, -2.0
C[C@]1(OC(=O)/C=C/c2ccccc2)C[C@@H](O)[C@]2(O)C=CO[C@@H](O[C@@H]3O[C@H](CO)[C@@H](O)[C@H](O)[C@H]3O)[C@@H]21
→ -5.2, -6.4, 3.5, 2.1, -4.5, 3.9, 0.7, 101.0, -1.3, 3.2
Cn1cc(C(=O)c2ccc(F)cc2)cc1-c1nc2ccccc2n1C
→ 10.3, -3.5, -7.7, 4.1, -3.7, -2.2, 1.6, 99.0, -0.9, -4.0
CC1CCN(C(=O)Cn2ncc3c([nH]c4ccccc43)c2=O)CC1
→ -4.6, 11.3, 1.4, 4.3, -2.9, -0.5, -0.2, 100.0, -0.1, 1.3
CCN(CC)C(=O)C1CCN(S(=O)(=O)c2ccc3oc4ccccc4c3c2)CC1
→ 4.0, -11.8, nt, 0.0, -7.7, 6.1, 2.1, 101.0, 0.5, -2.8
COc1ccc(OCc2cc(C(=O)N3CCC(c4ccccc4)CC3)no2)c(Cl)c1
→ 0.5, -6.5, 0.6, -2.4, -2.7, 4.4, -0.1, 99.0, -0.5, 0.7
O=c1ccc(-c2nc3ccccc3n2Cc2ccc(Cl)cc2)c[nH]1
→ -3.8, 21.7, 6.7, 5.7, -3.6, 0.2, -0.1, 100.0, 0.4, 4.9
COCCn1c(SCC(=O)Nc2ccccc2OC)nc2c([nH]c3ccccc32)c1=O
→ -4.1, -4.0, -14.0, -4.0, nt, 5.2, 0.3, 85.0, -0.5, -0.1
CC(NC(=O)/C=C/c1ccco1)c1nc2ccccc2n1Cc1c(Cl)cccc1Cl (configuration not stated)
→ 5.1, 1.9, 4.7, -2.6, -3.1, 1.8, -0.3, 97.0, -1.3, 4.3
COC(=O)c1nn(-c2ccccc2)ccc1=O
→ 1.0, 9.0, 1.6, -0.2, nt, 1.2, -0.2, 100.0, 1.1, 1.2
COc1ccc([N+](=O)[O-])cc1N1C(=O)c2cccc3cccc(c23)C1=O
→ 4.7, 6.3, 0.0, 5.5, -4.4, 1.4, -0.3, 97.0, 3.3, 1.2
COC(=O)c1ccc(OCC(O)CNC2CCCC2)cc1 (configuration not stated)
→ 9.6, 8.8, -1.9, -5.9, -0.5, 7.0, 0.7, 96.0, 0.4, 0.6
CC(=O)Nc1ccc(CN(C)c2c(C)nc3ccc(C(=O)N4CCN(C(C)=O)CC4)cn23)cc1
→ 2.8, -0.4, -5.0, -6.0, -5.2, -6.6, 0.0, 98.0, 2.1, 2.0
CN(Cc1ccccc1)S(=O)(=O)c1ccc(NC(=O)C2CCCO2)cc1 (configuration not stated)
→ 1.5, -6.5, 6.3, -2.3, -11.5, 1.8, -0.1, 97.0, 0.6, -0.9
CCCCc1cc(=O)oc2cc(OCc3cc(OC)c(OC)c(OC)c3)c(Cl)cc12
→ -34.6, -31.6, -3.5, -0.4, -5.4, 3.1, 0.2, 103.0, 22.6*, 0.5
Cc1cc(C)n(-c2ccccc2C#N)n1
→ 1.0, -0.5, -2.8, -4.6, -3.2, 5.2, 0.1, 95.0, -0.7, 2.1
Cc1ccc(CN(C)C(=O)c2cccc(S(=O)(=O)N3CCN(Cc4ccccc4)CC3)c2)o1
→ 12.8, -8.0, -0.9, -2.8, -6.8, -1.6, 0.1, 84.0, 0.7, -0.5
COc1ccccc1N1CCN(C(=O)c2c(-c3c(F)cccc3Cl)noc2C)CC1
→ 12.1, -0.6, 10.0, 2.5, -10.0, -7.9, -0.2, 90.0, 0.1, 1.7
COc1ccc(C(=O)OCC(=O)NC2CCCCCCC2)cc1OC
→ 0.0, -3.4, -3.5, 0.9, -1.9, 9.2, -0.2, 94.0, -0.5, -0.4
CCCn1nc(NC(=O)C(C)(C)C)c2cc3cc(OC)ccc3nc21
→ 12.6, 13.0, -3.9, 1.7, 1.3, -5.6, 0.2, 103.0, 0.8, 8.2
CC[C@]12c3[nH]c4ccccc4c3CCN1C(=O)C(CC(=O)NCCCOC)C[C@@H]2C(=O)N1CCN(C(=O)C2CC2)CC1 (some centres not stated)
→ 3.0, 0.8, nt, -1.0, -3.7, -2.5, -0.3, 102.0, -1.9, 1.4
CN(C)C(=O)c1ccc(-c2nnc(OCc3nc4ccccc4n3C)c3ccccc23)cc1
→ -0.4, 13.1, 5.7, -1.4, 2.4, 3.7, 0.1, 98.0, -0.5, 1.3
COCCCN(C(=O)c1ccccc1F)c1nc(-c2ccc(OC)cc2)cs1
→ 10.3, -4.4, -11.8, 21.0, -5.2, -4.2, 0.0, 94.0, -0.4, -4.0
CN(CCC1CCOCC1)C(=O)c1cc(COc2c(F)cccc2F)on1
→ -5.7, -7.7, -4.4, -1.0, -2.6, 6.1, -0.2, 100.0, -0.5, -0.9
CNC(=O)c1cc2c(=O)n3cc(C)ccc3nc2n(C(C)C)c1=N
→ -0.2, 4.7, 7.5, -3.2, nt, 2.7, 1.3, 96.0, 3.9, 6.0
Cc1ccc(N/C(=N/S(=O)(=O)c2cccs2)c2ccccc2)c(C)c1
→ -9.1, -1.4, nt, -1.1, -0.7, -0.5, -0.1, 101.0, 0.8, 9.3
CCOC(=O)C1(Cc2cccc(OC)c2)CCN(Cc2ccc3c(c2)OCCO3)CC1
→ -0.4, -8.6, -5.0, 46.3, -13.4, -6.3, 1.9, 95.0, -1.5, -3.5
CCOc1cc(CNS(=O)(=O)c2cn(C)cn2)cc(OCC)c1OCC
→ -0.5, 1.2, 7.4, -3.7, -2.0, -3.6, 0.1, 91.0, -0.5, 2.1
CC(C)NC(=O)NCCCCCCS(C)=O (configuration not stated)
→ nt, 0.0, 2.0, 1.2, nt, 6.6, -0.1, 94.0, -2.7, 0.7
Cc1ccc(-c2ccc(/C=C/C(=O)c3ccccc3)o2)cc1
→ -9.9, -1.4, 6.9, 67.5*, -27.8, -3.3, -0.3, 105.0, -2.5, 4.6
C=CCNc1nc2cc(-c3ccccc3OC)sc2c(=O)n1C
→ -2.3, 8.2, -0.4, -7.5, -4.8, -0.9, -0.5, 96.0, 2.8, 6.4
Clc1ccc2nnnc(-c3ccccc3)c2c1
→ 0.6, -4.7, nt, -1.0, -4.8, -4.4, 0.2, 93.0, -0.6, -1.8
Cc1ccc(NC(=O)C2CCN(S(C)(=O)=O)CC2)cc1
→ -0.8, -4.4, 0.2, -1.4, -5.6, 5.0, 0.0, 92.0, -1.2, 1.0
Cc1nnc(NC(=O)CSc2nnnn2Cc2ccccc2)s1
→ -3.0, 40.0, 18.5, -0.3, nt, 5.2, -0.2, 103.0, -1.4, 1.7
CSc1ccc(CN(C)CC(=O)Nc2ccccc2C(=O)NC2CC2)cc1
→ -0.5, 0.8, 6.8, -1.6, -5.7, -5.3, 0.5, 98.0, -0.3, -0.4
O=C(Nc1ccc(F)cc1)c1ccc2[nH]c(=O)c(=O)[nH]c2c1
→ -7.6, 4.5, -2.2, -14.7, -3.2, -5.9, -0.1, 98.0, -0.5, -0.4
COc1cc(C(=O)Nc2cc(OC)c(OC)c(OC)c2)ccc1OCc1c(C)noc1C
→ 8.1, 10.7, 34.7, 0.2, -5.5, 5.0, -0.3, 94.0, -0.5, 10.4
CCn1c(SCC(=O)NCC2CCCO2)nnc1-c1c[nH]c2ccccc12 (configuration not stated)
→ 3.7, 4.0, -19.6, -2.3, nt, -1.9, 0.0, 102.0, 2.1, 0.8
COc1ccc(OCC(O)CN(CCO)CC(O)Cn2ccc3ccccc32)cc1 (configuration not stated)
→ 2.6, -2.1, -9.6, 22.1, -5.9, -2.2, 0.2, 105.0, 2.0, -0.5
COC(=O)CSc1nc(N)c2c3c(sc2n1)CCCC3
→ -8.6, 0.0, -4.2, -2.6, -5.5, 6.9, 0.1, 88.0, 2.6, 0.4
COc1ccc(-c2nnc(SCC(=O)Nc3cc(C)on3)o2)cc1
→ 5.6, 4.0, -2.1, 2.6, -6.7, 0.2, 1.4, 102.0, 0.4, 1.5
CC(=O)c1c(C(C)=O)c(C)n(-c2ccc3ncccc3c2)c1C
→ 0.4, -6.3, -3.0, -0.9, -5.9, -0.9, -0.1, 99.0, 0.5, 0.3
CCOc1cc(CNn2cn[nH]c2=S)cc(Cl)c1OCc1ccccc1F
→ 1.9, 0.0, -5.1, 7.4, -18.9, -2.3, 3.4, 99.0, 1.4, -0.7
CCc1cc(=O)oc2cc(C)cc(OC(C)C(=O)NCCCn3ccnc3)c12 (configuration not stated)
→ -12.0, 1.2, -4.9, -7.3, -12.6, 1.4, -0.1, 93.0, 0.0, 2.2
CSc1nnc(-c2ccccc2N=Cc2c(C)[nH]n(-c3ccc4ccccc4c3)c2=O)c(=O)[nH]1
→ -6.4, -25.2, 7.1, 2.7, -6.9, 4.4, -0.1, 101.0, -2.8, -0.1
CCN(Cc1cccs1)C(=O)CN1C(=O)NC2(CCCc3ccccc32)C1=O (configuration not stated)
→ -6.1, 4.7, 4.3, -0.7, -5.6, -2.3, 0.2, 92.0, -3.8, -0.6
Cc1cc(C)c(S(=O)(=O)N2CCOCC2)c(C)c1N(C)S(=O)(=O)c1ccccc1
→ 7.9, 7.8, -10.5, -8.1, nt, -4.3, 0.0, 104.0, 0.9, -2.6
COC(=O)C1=C(C)NC(=O)CC1c1ccc(F)c(Br)c1 (configuration not stated)
→ -3.9, -0.9, -0.6, -2.9, -6.9, -2.6, -0.5, 104.0, -1.9, -0.9
COc1ccccc1N1CCN(C(=O)CSc2nc3ccccc3o2)CC1
→ 11.0, 4.5, -1.8, -1.6, -6.0, 3.5, 0.3, 99.0, -2.2, 2.7
C[C@H](CO)N1C[C@H](C)[C@@H](CN(C)Cc2cccc(C(=O)O)c2)OCc2cnnn2CCCC1=O
→ -3.5, -3.2, nt, 1.3, -6.8, 0.7, -0.2, 96.0, 1.4, -0.1
CNC(=O)c1ccccc1S(=O)c1ccccc1COC(C)=O (configuration not stated)
→ 15.7, 8.5, 14.1, -0.4, -5.1, -0.4, 0.0, 101.0, 0.0, 1.2
